Eya2 inh – Eya2 (human) phosphatase inhibition; recombinant Eya2, OMFP fluorescence dephosphorylation (OMFP is methylfluorescein phosphate); Potency, µM (series often up to 76.9 µM), for the others: top-dose activity, negative = inhibition, hits mostly inhibitors; hit rate 0.006% among 330,000; note: potency is the fitted concentration of half-maximal effect; % is set by controls: 0 for no effect and ±100 for the full control effect
Target sequence (O00167 whole entry, looked up): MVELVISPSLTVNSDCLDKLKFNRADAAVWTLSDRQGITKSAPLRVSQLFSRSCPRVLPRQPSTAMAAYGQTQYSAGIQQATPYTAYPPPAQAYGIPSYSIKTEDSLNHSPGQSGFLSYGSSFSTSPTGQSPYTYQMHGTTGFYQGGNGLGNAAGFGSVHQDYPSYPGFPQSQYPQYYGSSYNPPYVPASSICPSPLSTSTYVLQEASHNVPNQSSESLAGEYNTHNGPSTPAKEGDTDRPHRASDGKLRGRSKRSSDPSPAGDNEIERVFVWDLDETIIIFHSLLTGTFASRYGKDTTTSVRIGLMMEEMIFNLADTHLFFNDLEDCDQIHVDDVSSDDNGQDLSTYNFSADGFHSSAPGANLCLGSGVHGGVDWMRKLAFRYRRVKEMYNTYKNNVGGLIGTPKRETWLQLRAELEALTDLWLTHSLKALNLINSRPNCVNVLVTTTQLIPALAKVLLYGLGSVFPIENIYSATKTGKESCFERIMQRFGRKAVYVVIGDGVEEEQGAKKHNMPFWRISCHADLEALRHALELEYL
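Eya2 protein (added as 0.2 uM solution) was preincubated with compound for 10 min at ambient temperature in 50 mM HEPES pH 7.5, 50 mM NaCl, 5 uM MgCl2, 0.05% BSA, 1 mM DTT. OMFP (added at 50 uM) then reacted 10 min; fluorescence read at 485/525 nm.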
TCR act – activators of T cell receptors; primary human leukocytes, anti-CD3, IL-2 HTRF, 48 h; Potency, µM (titrated, usually from 9.22 µM), without a hit: at the highest dose activation of IL-2 secretion, hits mostly activators; 330,000 tested, under 10 active; AID 504894; note: % of control where 0% means no effect
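IL-2 produced over 48 hr by a-CD3 bead-stimulated primary human leukocytes exposed to compounds was detected with a homogeneous time-resolved FRET immunoassay, 665nm acceptor signal after 320nm excitation.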
A-T KAP1 phos – candidate therapy for ataxia-telangiectasia | […] A-T fibroblasts, KAP-1 phosphorylation AlphaLISA; neocarzinostatin DNA damage 30 min before lysis | Potency, µM (doses to about 57.5 µM), inactives show at the top dose activation, usual class: activators | hit rate 0.19% among 320,000 | AID 485349; note: potency is the fitted concentration of half-maximal effect; % of control where 0% means no effect; nearly all actives have a fitted effect of over 45% in size
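ATM-like activity read as KAP-1 phosphorylation via AlphaLISA donor/acceptor antibody pairs after lysis and 6 hr at 25C. Cells were ATM-null patient fibroblasts ([…], hTERT), dosed 60 min, then exposed to the DSB inducer NCS for 30 min.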
USP2a block – blocks human ubiquitin-specific protease USP2a | Potency, µM (titrated, usually from 38.3 µM), inactives show at the highest dose activity change, negative = inhibition, usual class: inhibitors | AID 463254 | O75604 | hit rate 0.01% among 330,000 | USP2 core, Ub-CHOP2 coupled fluorogenic reporter, 485/531;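 note: potency is the fitted concentration of half-maximal effect; plate controls were DMSO wells for no effect and full inhibition by NEM control for full effect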
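Deubiquitinase activity read as fluorescence (485/531 nm) after Ub-CHOP2 cleavage activates the enterokinase reporter on its substrate; USP2 core 10nM, Ub-CHOP2 and substrate 25nM each, 30min compound preincubation then 60min RT; data normalized to NEM, curves fitted.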
ELG1 repair inh – ELG1-dependent DNA repair inhibition | hit rate 2.3% among 330,000 | Potency, µM (highest dose often 46.1 µM), for inactives: at the highest dose activity change, negative = inhibition, hits mostly inhibitors | HEK293T ELG1-luciferase reporter, luminescence, 16 h; DNA damage induced by 5-fluorouridine; note: potency is the fitted concentration of half-maximal effect; % is set by controls: 0 for no effect and ±100 for the full control effect; nearly all actives have a fitted effect of over 55% in size
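Cells (2,000 per well) received 5-fluorouridine plus test compound or DMSO and were incubated 16 hr at 37 °C, 5% CO2. Luciferase activity was read by luminescence 30 min after ONE-Glo addition; signal suppression marked inhibition of damage-induced ELG1 function.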
TSHR antagonist – human thyrotropin receptor antagonism; P16473; TSHR-expressing cells, TSH-stimulated cAMP HTRF, 2 h; stronger effect = lower value; activity change, negative = inhibition, % at 11.5 µM; hit rate 0.2% among 330,000; AID 504810;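 active = activity change below a set negative limit, meaning inhibition stronger than a set level, cut at about -70% in these data; inconclusive = activity change between two set negative limits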; note: % is set by controls: 0 for no effect and ±100 for the full control effect
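TSHR-expressing cells, 200/well, pre-treated with compound, then stimulated with EC80 TSH (4nM final) for 2 hours at 37 deg C. cAMP measured by competitive HTRF: anti-cAMP cryptate antibody in lysis buffer plus cAMP-d2, read after 30 minutes at room temperature.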
TRPV1 ag – activates the human vanilloid receptor TRPV1 | Q8NER1 | TRPV1-expressing cells, Fluo-8 calcium influx, agonist mode | activation, % at 8.33 µM | hit rate 0.19% among 320,000 | AID 540275; in the data active = activation above about 80%; inconclusive = between about 30% and that limit; note: 0% is about no effect
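TRPV1-expressing cells were cultured overnight at 35.5C and loaded with Fluo-8 calcium dye for 40 to 90 min at room temperature. After a 10 s baseline, compound was added and calcium influx was read kinetically for 3 min (ex 480/em 520 nm).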
KCNH2 3.1 inh – blocks the human KCNH2 3.1 channel isoform | hit rate 0.95% among 340,000 | U2OS KCNH2 3.1, thallium flux FluxOr; stronger effect = lower value | activity change, % (tested at about 1.8 µM);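 active = maximum activity change below -70%; inconclusive = maximum activity change from -70% to -50%; inactive = maximum activity change above -50%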;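 note: thallium influx rate constant from kinetic fluorescence after stimulation buffer; % is set by controls: 0 for no effect and ±100 for the full control effect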
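U2OS cells transduced with KCNH2 3.1 mutant virus (1.77 x 10^8 /mL, 4 h), plated overnight at 37 C, loaded 45 min with FluxOr dye plus Red40 quencher. Thallium flux rate constant from kinetic reads after stimulation buffer, normalised to controls.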
hERG WT inh – inhibitors of human wildtype KCNH2 potassium channel; activity change, % at 1.84 µM; hit rate 0.37% among 340,000; Q12809; U2OS, BacMam KCNH2, thallium flux FluxOr; stronger effect = lower value;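 active = maximum activity change below -70%; inconclusive = maximum activity change between -70% and -50%; inactive = maximum activity change above -50%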; note: % is set by controls: 0 for no effect and ±100 for the full control effect
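U2OS cells transduced with wild-type KCNH2 virus are loaded with FluxOr dye for 45 min, and thallium flux is measured in kinetic reads before and after stimulation buffer. Rate constants are normalized to DMSO controls.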
Mito fusion yeast – blocks mitochondrial division or promotes mitochondrial fusion; S. cerevisiae fusion-defective mutant growth rescue, CellTiterGlo 48 h; Potency, µM (highest dose often 46.1 µM), for inactives: at the top dose growth rescue (activation), actives largely listed as activators; hit rate 0.23% among 320,000;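 note: potency is the fitted concentration of half-maximal effect; % of control where 0% means no effect; nearly all actives have a fitted effect of over 45% in size; temperature-sensitive fusion mutants such as fzo1-1 at 37 °C on non-fermentable ethanol glycerol medium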
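Read-out: ATP-based luminescence (CellTiterGlo, 10 min ambient) reporting growth of fusion-defective ts yeast after 48 hours at 37C on glycerol/ethanol YPEG medium in the presence of compound.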
Active calls of the source: *; i = inactive; ? = inconclusive; . = not tested or not shown; [ ] = dose if it differs, or a comment. Unless noted, calls come from the whole dose curve; as a rule, active = well fitted curve in the direction sought with a large enough effect; inconclusive = small, poorly fitted or top-dose-only effect, or another doubt; inactive = no such curve, though single readings can be large; an effect the other way counts as inactive or inconclusive.

Keys – A = Eya2 inh; B = TCR act; C = A-T KAP1 phos; D = USP2a block; E = ELG1 repair inh; F = TSHR antagonist; G = TRPV1 ag; H = KCNH2 3.1 inh; I = hERG WT inh; J = Mito fusion yeast
> CCOC(=O)C1=C(C)OC(N)=C(C#N)C1c1cc(SCC)oc1C (stereo not drawn)
  A = -6%	B = -2%	C = 8%	D = 2%	E = 4%	F = 0	G = ?	H = -3	I = 9	J = 2%
> CN1c2ccccc2Oc2nnc(N3CCN(Cc4ccccc4)CC3)cc21
  A = -3%	B = .	C = 4%	D = -9%	E = ?	F = -1	G = ?	H = -28	I = 6	J = 29%
> c1ccc(-c2nnc(-c3ccncc3)nc2-c2ccccc2)cc1
  A = -26%	B = 2%	C = 0%	D = -1%	E = -28%	F = -5	G = ?	H = 4	I = -5	J = 8%
> CN(c1ccccc1)c1ccc(/C=C(\C#N)c2nnc3n2CCCCC3)cc1[N+](=O)[O-]
  A = -5%	B = -3%[46.1 µM]	C = -4%	D = 4%	E = 0%	F = -16	G = 5	H = 5	I = -2	J = -4%
> N=C1c2ccccc2CN1NC(=O)c1cccc(S(=O)(=O)N2CCCCC2)c1
  A = 4%	B = -5%[46.1 µM]	C = 2%	D = 1%	E = 10%	F = 0	G = -2	H = .	I = 0	J = -5%
> O=C(Nc1ccccc1)O/N=C1\CCCCC1c1ccc([N+](=O)[O-])cc1[N+](=O)[O-] (stereo not drawn)
  A = -10%	B = -1%	C = -1%	D = 0%	E = -11%	F = -4	G = .	H = .	I = -8	J = 2%
> COc1cc2c(cc1NC(=O)Nc1ccccc1)oc1ccccc12
  A = -10%	B = 2%	C = 3%	D = -1%	E = 14%	F = -7	G = 15	H = -6	I = -2	J = 11%
> CCOC(=O)/C=C/C(=O)OCC(=O)Nc1ccc([N+](=O)[O-])cc1
  A = -5%	B = 2%	C = -17%	D = 2%	E = 10%	F = -17	G = 18	H = -3	I = 33	J = -10%
> N#Cc1ccc(OCC(O)CS(=O)(=O)c2ccccc2)cc1 (stereo not drawn)
  A = -5%	B = 0%	C = 0%	D = 1%	E = -3%	F = 4	G = 0	H = 3	I = 8	J = -5%
> CCOc1cc(Br)ccc1S(=O)(=O)NCc1ccccc1
  A = -20%	B = 1%	C = 1%	D = 1%	E = -6%	F = 5	G = 8	H = -15	I = -2	J = 1%
> c1ccc2sc(Sc3ncnc4sccc34)nc2c1
  A = -1%	B = -1%[46.1 µM]	C = -18%	D = 0%	E = -3%	F = 3	G = 2	H = -2	I = i	J = 28%
> Cc1ccc(/C=N/NC(=O)CSc2nc3ccccc3n2Cc2ccc(Cl)cc2)o1
  A = -10%	B = -2%[46.1 µM]	C = -9%	D = -12%	E = -22%	F = -2	G = -2	H = -26	I = -10	J = 16%
> O=C(C1=C[C@H](c2coc3ccccc3c2=O)C[C@H](OCCCCO)O1)N1CCOCC1
  A = 13%	B = 6%	C = 5%	D = 0%	E = -8%	F = -9	G = -4	H = .	I = .	J = -4%
> O=C(Cn1cc(C(F)(F)F)ccc1=O)N/N=C/c1ccc(F)cc1
  A = 8%	B = -5%	C = -1%	D = -2%	E = -7%	F = 2	G = -1	H = -10	I = -3	J = 3%
> COc1ccc(C(CNc2ccc(C(F)(F)F)cn2)N(C)C)cc1OC (stereo not drawn)
  A = 8%	B = 0%	C = -12%	D = 3%	E = 1%	F = 2	G = 2	H = 0	I = 30	J = -15%
> O=C(O)CCC(=O)N1CCc2cc(S(=O)(=O)NC3CCCC3)ccc21
  A = -8%	B = .	C = -5%	D = 4%	E = 1%	F = 1	G = 0	H = 3	I = -2	J = -1%
> Cc1ccc(CNC(=O)CC2(CC3=NS(=O)(=O)c4ccccc4N3)CCCC2)cc1
  A = 0%	B = -2%	C = -4%	D = -7%	E = ?	F = -13	G = ?	H = -85*	I = 8	J = 4%
> Cc1sc2nc(SCc3nc(-c4cccs4)no3)n(-c3ccccc3)c(=O)c2c1C
  A = -15%	B = -8%	C = 5%	D = 2%	E = 11%	F = 19	G = -7	H = -23	I = -19	J = 3%
> COc1ccc(-c2cn3cccnc3n2)cc1F
  A = 4%	B = -6%[46.1 µM]	C = 6%	D = 3%	E = ?	F = 7	G = 0	H = 1	I = 16	J = -8%
> O=C(CCS(=O)(=O)c1ccc(Br)s1)NCc1ccc2c(c1)OCO2
  A = 10%	B = 2%	C = 1%	D = 1%	E = 3%	F = 5	G = 1	H = -3	I = 4	J = -4%
> O=C(c1cccs1)N1CCN(c2cc(Cl)ccc2Cl)CC1
  A = -2%	B = -1%	C = 0%	D = 0%	E = -15%	F = -13	G = ?	H = -11	I = 5	J = -2%
> Cc1ccccc1-n1c(SCC(=O)O)nc2sc3c(c2c1=O)CCCC3
  A = -16%	B = 0%	C = -16%	D = 2%	E = -2%	F = -8	G = 0	H = -9	I = 21	J = 5%
> Cc1ccc(C2c3c(oc4ccccc4c3=O)C(=O)N2c2nncs2)cc1 (stereo not drawn)
  A = 4%	B = -3%	C = 0%	D = 2%	E = 15%	F = -13	G = 1	H = 4	I = 5	J = -3%
> COc1cccc2oc3ccc(C#Cc4ccccn4)cc3c(=O)c12
  A = -3%	B = 6%	C = -1%	D = -1%	E = ?	F = 15	G = -1	H = .	I = .	J = -12%
> N#Cc1c(NC(NC(=O)c2ccco2)C(=O)c2ccccc2)sc2c1CCCC2 (stereo not drawn)
  A = 6%	B = .	C = 3%	D = 1%	E = -6%	F = 12	G = 9	H = 17	I = -19	J = 13µM*

Single records (already shown). Screens in order: Eya2 inh | TCR act | A-T KAP1 phos | USP2a block | ELG1 repair inh | TSHR antagonist | TRPV1 ag | KCNH2 3.1 inh | hERG WT inh | Mito fusion yeast
`c1ccc2sc(Sc3ncnc4sccc34)nc2c1` across the screens: -1% | -1%[46.1 µM] | -18% | 0% | -3% | 3 | 2 | -2 | i | 28%
`O=C(Nc1ccccc1)O/N=C1\CCCCC1c1ccc([N+](=O)[O-])cc1[N+](=O)[O-]` (stereo not drawn) across the screens: -10% | -1% | -1% | 0% | -11% | -4 | . | . | -8 | 2%
`O=C(CCS(=O)(=O)c1ccc(Br)s1)NCc1ccc2c(c1)OCO2` across the screens: 10% | 2% | 1% | 1% | 3% | 5 | 1 | -3 | 4 | -4%
`O=C(O)CCC(=O)N1CCc2cc(S(=O)(=O)NC3CCCC3)ccc21` across the screens: -8% | . | -5% | 4% | 1% | 1 | 0 | 3 | -2 | -1%
`Cc1ccc(/C=N/NC(=O)CSc2nc3ccccc3n2Cc2ccc(Cl)cc2)o1` across the screens: -10% | -2%[46.1 µM] | -9% | -12% | -22% | -2 | -2 | -26 | -10 | 16%

(next part)
Keys – A = Eya2 inh; B = TCR act; C = A-T KAP1 phos; D = USP2a block; E = ELG1 repair inh; F = TSHR antagonist; G = TRPV1 ag; H = KCNH2 3.1 inh; I = hERG WT inh; J = Mito fusion yeast
> Cc1sc2nc(CN(Cc3cccs3)C(=O)NC3CCCCC3)[nH]c(=O)c2c1C
  A = 19%	B = 1%	C = -4%	D = -29%	E = 9.2µM*	F = -5	G = ?	H = 6	I = -2	J = ?
> CCN(CC)S(=O)(=O)c1cccc(NC(=O)C2SC(=Nc3ccc(C)cc3C)C(C(=O)NCC3CCCO3)=C2N)c1 (stereo not drawn)
  A = -27%	B = 4%	C = -2%	D = -12%	E = ?	F = 2	G = -2	H = -8	I = -10	J = 5%
> COC(=O)c1c(SCc2cccc3ccccc23)nc(=O)[nH]c1C
  A = -6%	B = 1%	C = 27%	D = 2%	E = -9%	F = 3	G = 10	H = -12	I = -3	J = 3%
> COc1ccccc1NS(=O)(=O)c1ccc(C(=O)NCc2ccco2)cc1
  A = -8%	B = 5%	C = -9%	D = 8%	E = -20%	F = .	G = .	H = 21	I = 3	J = .
> O=C1CC(N2CCN(c3ncccn3)CC2)C(=O)N1CCc1ccccc1 (stereo not drawn)
  A = 7%	B = 2%	C = 3%	D = 1%	E = 16%	F = -1	G = 0	H = -5	I = .	J = 6%
> CCN(C(=O)COC(=O)CN1C(=O)c2ccccc2C1=O)c1ccccc1
  A = -17%	B = -4%	C = 5%	D = 2%	E = 12%	F = .	G = .	H = -13	I = -19	J = .
> COc1cc(S(=O)(=O)n2cnc(C)c2)ccc1Br
  A = -10%	B = 7%	C = 9%	D = -4%	E = 19%	F = -3	G = -1	H = 6	I = 0	J = 2%
> CCOc1ccc(C(=O)N2CCCCCC2)cc1
  A = 5%	B = -2%	C = 9%	D = 2%	E = 10%	F = -4	G = .	H = -19	I = -5	J = 1%
> C/C(CC(=O)NC1C2CC3CC(C2)CC1C3)=N\NC(=O)Cc1cccs1 (stereo not drawn)
  A = 6%	B = -2%[46.1 µM]	C = 1%	D = -2%	E = 15%	F = 5	G = 7	H = -11	I = -19	J = 3%

The list is partial. The share of hits here may be higher or lower than overall.
